Assay outcomes as filed in PubChem BioAssay.
OX1R antag = blocks the human orexin 1 receptor. 330,000 compounds, 1.8% hits. OX1R-expressing cells, FRET antagonist read-out. inhibition, % at 6.6 µM; in the data active means inhibition mostly above about 38%, no sharp cut-off; inactive means mostly below about 40%;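 further: 0% = agonist challenge alone and 100% = reference antagonist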
Target sequence (O43613 whole entry, looked up): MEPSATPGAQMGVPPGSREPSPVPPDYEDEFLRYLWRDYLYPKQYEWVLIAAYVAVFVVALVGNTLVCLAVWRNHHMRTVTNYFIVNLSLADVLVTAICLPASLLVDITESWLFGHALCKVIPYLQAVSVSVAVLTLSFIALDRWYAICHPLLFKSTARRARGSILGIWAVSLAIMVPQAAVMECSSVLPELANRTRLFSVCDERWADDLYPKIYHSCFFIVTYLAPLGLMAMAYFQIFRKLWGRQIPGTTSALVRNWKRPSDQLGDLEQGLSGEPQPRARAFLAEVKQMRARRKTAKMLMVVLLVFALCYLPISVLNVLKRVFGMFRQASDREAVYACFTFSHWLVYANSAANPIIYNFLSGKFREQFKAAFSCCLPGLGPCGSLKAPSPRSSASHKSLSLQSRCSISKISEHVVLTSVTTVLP
STK33 inh = human STK33 kinase inhibition; purified STK33, MBP phosphorylation, ADP-Glo luminescence; inhibition, % at 10 µM; 320,000 compounds, 0.073% hits;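 active means inhibition at or above 25%, using the most active replicate where run in duplicate; inactive means inhibition below 25%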
Target sequence (Q9BYT3 whole entry, looked up): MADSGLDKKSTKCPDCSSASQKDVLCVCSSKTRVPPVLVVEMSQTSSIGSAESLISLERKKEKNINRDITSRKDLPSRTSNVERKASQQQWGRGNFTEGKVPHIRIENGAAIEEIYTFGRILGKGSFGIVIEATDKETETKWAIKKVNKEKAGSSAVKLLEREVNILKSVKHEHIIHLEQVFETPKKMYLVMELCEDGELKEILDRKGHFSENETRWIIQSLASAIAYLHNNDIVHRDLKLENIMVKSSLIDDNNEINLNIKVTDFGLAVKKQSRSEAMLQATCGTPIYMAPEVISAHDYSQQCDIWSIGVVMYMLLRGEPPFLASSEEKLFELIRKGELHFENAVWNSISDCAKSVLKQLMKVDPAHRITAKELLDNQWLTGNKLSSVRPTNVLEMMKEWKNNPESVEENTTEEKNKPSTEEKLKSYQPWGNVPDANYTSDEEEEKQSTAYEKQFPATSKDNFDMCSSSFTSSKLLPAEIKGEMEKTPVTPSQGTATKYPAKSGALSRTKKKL
* hit, by the source's call; nt = not tested or not shown.

STK33 inh	OX1R antag	canonical_smiles
-0.4	2	COc1ccc(CCN(C)C(=O)C2CC(=O)N(Cc3ccc(C)cc3)C2)cc1OC (stereo unspecified)
-2.3	12	O=C(CSc1nc2ccccc2o1)N/N=C/c1ccccc1
0.3	14	COc1ccc(CN([C@H](CO)CC(C)C)S(=O)(=O)N(Cc2ccccc2)[C@H](CO)CC(C)C)cc1
-1.6	7	c1ccc2c(c1)ccc1nnnn12
0.2	19	C/C(=N/NC(=O)c1cc(-c2cccc([N+](=O)[O-])c2)n[nH]1)c1cccc(O)c1
0.8	25	O=C(CSc1nc(-c2ccccc2)c(-c2ccccc2)o1)NC1CCS(=O)(=O)C1 (stereo unspecified)
-2.8	8	C/C(=N\NC(=O)CNC(=O)C(c1ccccc1)c1ccccc1)c1ccccc1
0.5	6	CSc1ccc(CCNS(=O)(=O)c2c(C)[nH]c(C)c2C(=O)N2CCCCC2)cc1
-0.2	1	Cc1cc(NC(=O)CSc2nc3ccccc3c(=O)n2Cc2ccc(F)cc2)no1
-1.4	13	COc1ccc(C2C3=C(CCCC3=O)Nc3nc(-c4cc(OC)c(OC)c(OC)c4)nn32)cc1OC (stereo unspecified)
0.3	14	CCOC(=O)N1CCN(C(=O)c2ccc(OCC)cc2)CC1
3.4	28	COC(=O)c1cc(Br)c(=O)n(CCC2=CCCCC2)c1
-0.5	-1	Nc1cccnc1Oc1ccc(F)cc1F
-1.1	20	CC(C)CNC(=O)COc1ccccc1[N+](=O)[O-]
0.1	0	Cn1cnc(S(=O)(=O)Nc2ccc(C(F)(F)F)cc2)c1
-2.5	7	Cc1ccc(CN(C(=O)c2cccs2)C2CCS(=O)(=O)C2)cc1 (stereo unspecified)
-0.6	-2	Cc1cccc(-n2ncc3c(=O)[nH]c(SCC(=O)NCCC4=CCCCC4)nc32)c1
0.3	19	C/C(=N\N=C(c1ccccc1)c1ccccc1)c1ccco1
0.5	4	CN(C(=O)c1ccccc1C(=O)OCC(=O)Nc1ccc(OC(F)F)cc1)c1ccccc1
0.0	2	CCOC(=O)N1CCC(NC(=O)C(C)n2c3ccccc3c3cnn(C)c(=O)c32)CC1 (stereo unspecified)
-0.7	7	Cc1nc(C(C)NC(=O)c2ccc(OC3CCN(Cc4ccccn4)CC3)cc2)c(C)s1 (stereo unspecified)
0.1	11	COc1ccc(/C(C)=N\NS(C)(=O)=O)c(OC)c1
8.4	24	COc1cc(CN2CCCC(C)C2)cc([N+](=O)[O-])c1O (stereo unspecified)
5.3	19	CCSc1nnc(N2C(=O)CC(c3ccsc3)C3=C2CC(C)(C)CC3=O)s1 (stereo unspecified)
-1.0	18	O=C(O)CCc1ccc(NCc2cccc(Oc3ccccc3)c2)cc1
-0.6	19	Cc1oc(-c2ccccc2F)nc1CS(=O)CC(=O)NCc1cccs1 (stereo unspecified)
1.4	4	O=C(NNC(=O)c1ccc(Cl)cc1Cl)c1cnccn1
-1.4	16	Cc1ccc(NC(=O)c2cc(-c3ccco3)on2)cc1
-1.1	-4	Cc1ccc(S(=O)(=O)NCC2CCC(C(=O)N3CCN(C)CC3)CC2)cc1 (stereo unspecified)
-0.6	nt	O=C(NNS(=O)(=O)c1ccc(F)cc1)c1cc(Cl)ccc1O
0.5	13	CCN(C(=O)C12CC3CC(CC(C3)C1)C2)C1CCS(=O)(=O)C1 (stereo unspecified)
-2.0	12	N/C(=N\OC(=O)c1cnn(-c2ccccc2)c1C(F)(F)F)c1ccc(C(F)(F)F)cc1
0.0	8	O=C1NC2(CCC3(CC2)OCCO3)NN1c1ccccc1
2.1	30	COc1cccc(OC)c1C(=O)Nc1nc2ccc([N+](=O)[O-])cc2s1
-0.9	-1	Cc1oc(-c2ccc(Cl)cc2)nc1CS(=O)CC(=O)NCCCN1CCCC(C)C1 (stereo unspecified)
0.2	2	COc1ccc(NC(C)=O)cc1S(=O)(=O)N1CC=C(c2ccccc2)CC1
-0.1	8	CCc1ccccc1NC(=O)c1cnc2scc(C)n2c1=O
-2.5	14	Cn1c(=O)[nH]c2ncn(C)c2c1=O
-1.8	9	NC(=O)/C(=N\O)c1ccccc1
0.7	10	CC1(C)Cc2c(sc(NC(=O)C(=O)NCCCN3CCOCC3)c2C#N)CO1

Reformatted as labelled records: entries from further up.
CCOC(=O)N1CCN(C(=O)c2ccc(OCC)cc2)CC1
  STK33 inh: 0.3 | OX1R antag: 14
COC(=O)c1cc(Br)c(=O)n(CCC2=CCCCC2)c1
  STK33 inh: 3.4 | OX1R antag: 28

Later entries:
STK33 inh	OX1R antag	canonical_smiles
-0.8	2	CCCCOC(=O)Nc1cc(C)c(Cl)cc1OC
-2.5	8	COc1ccc(NC(=O)CN2CCN(CC(=O)Nc3ccc(F)cc3)CC2)c(OC)c1
0.4	3	O=C(NCCc1ccccc1)c1ccc(-n2cnnn2)cc1
0.1	6	COc1cc(C2NC(=S)NC(C)=C2C(=O)OC(C)C)ccc1OC(C)C (stereo unspecified)
-0.1	29	CCn1ccc(-c2ccccc2)c(C#N)c1=O
-1.4	15	COc1ccccc1NC(=O)C(=O)NCc1ccccc1Cl
-0.9	9	CCOC(=O)c1c(C)[nH]c(C)c1S(=O)(=O)N(C)CC(=O)Nc1ccccc1
-0.5	15	CCCOP(=O)(OCCC)C(NC(=O)C(C)(C)C)c1ccccc1 (stereo unspecified)
-1.8	41	Cc1ccc(/C=C/C(=O)N2CCCN(C(=O)/C=C/c3ccc(C)cc3)CC2)cc1
1.7	25	Brc1ccccc1CN1CCN(Cc2c[nH]c3ccccc23)CC1
-2.2	10	CCCC(=O)Nc1cc(OCC)c(NC(=O)NC2CCCCC2)cc1OCC
-0.3	0	Cc1cccc(NC(=O)CSc2nnc(CNC(=O)c3ccc(S(=O)(=O)N(C)C)cc3)n2-c2cccc(C)c2)c1
3.2	24	CCC1Sc2ccccc2N(CC(=O)NCc2ccc3c(c2)OCO3)C1=O (stereo unspecified)
1.6	19	CCN1CCCC(Sc2nc3c([nH]2)c(=S)n(C)c(=O)n3C)C1 (stereo unspecified)
0.4	19	CC(=O)C1=C(O)C(=O)N(Cc2cccnc2)C1c1ccc(O)cc1 (stereo unspecified)
-1.0	5	CC1CCN(S(=O)(=O)c2ccc(Cl)cc2)CC1
-2.2	18	O=C(NCc1ccco1)c1ccc2snnc2c1
-0.3	35	Cc1cc2nc(C)c(Cl)c(=O)n2[nH]1
3.9	2	CCOC(=O)c1c(CN2CCN(CCO)CC2)n(-c2ccccc2)c2cc(Br)c(O)cc12
-0.1	-2	CC(C)(C)c1cc(C(=O)NNC(=O)c2ccc(Cl)cc2)no1
-0.6	8	CCCCCCOc1ccc(/C=c2\s/c(=C(/C#N)C(=O)NCc3ccco3)n(-c3ccccc3)c2=O)cc1
0.9	18	CN(c1ccccn1)c1ncnc2[nH]ncc12
0.1	24	O=C(CCS(=O)(=O)c1ccc(Br)cc1)NC1CCCC1
-1.0	8	CCCC1=Nc2cc(C(=O)N3CCN(c4ccccn4)CC3)ccc2Sc2ccc(C)cc21
1.7	21	NC1=NC[C@@H](Cc2ccc(O)cc2)N1CCC12CC3CC(CC(C3)C1)C2
-0.4	18	CCOc1cc(C(=O)NC(=S)Nc2ccc(Cl)c(C(=O)O)c2)cc(OCC)c1OCC
-1.9	4	COc1ccc(NC(=S)N2CCC(C(O)(c3ccccc3)c3ccccc3)CC2)cc1
-0.3	80*	COc1cc2c(cc1NC(=O)CCCCCN1C(=O)CCC1=O)oc1ccccc12
-0.1	9	COc1cc(/C=C2\SC(=S)N(CC(=O)O)C2=O)ccc1OS(=O)(=O)c1ccc(C)cc1
-1.9	6	CN1CCN(c2ccc(CNS(=O)(=O)c3ccc(Cl)cc3)cc2)CC1
1.2	20	Cc1ccc2nc(N3C(=O)C(O)=C(C(=O)c4cc5ccccc5o4)C3c3cccs3)sc2c1 (stereo unspecified)
0.5	-1	CCOC(=O)c1c(S(=O)(=O)Nc2ccc(CN3CCC(C)CC3)cc2)c(C)n(C)c1C
1.0	13	O=C(c1sc2ccccc2c1Cl)N(Cc1ccco1)C1CCS(=O)(=O)C1 (stereo unspecified)
-0.6	-3	Cn1c(SCC(N)=O)nnc1C1CCN(C(=O)NCc2ccccc2)CC1
-1.2	-2	O=S(=O)(Nc1ncccn1)c1ccc(NC(=S)NCc2cccnc2)cc1
-1.2	16	COc1ccc(OC)c(NC(=O)c2cc3sccc3n2C)c1
-0.6	28	CCOC(=O)N1CCN(C(=O)c2ccc(Oc3ccc([N+](=O)[O-])cc3)cc2)CC1
-1.8	22	COc1ccc(Cn2c(=S)[nH]c3cc(C(=O)NCc4cccnc4)ccc3c2=O)cc1
-1.3	20	COCCNC(=O)C(C(=O)c1ccc(F)cc1)n1cc(C)ccc1=O (stereo unspecified)
-0.6	2	CN1C(=O)N(CC(=O)Nc2sccc2C(N)=O)C(=O)C12CCCCC2
nt	20	COc1cc2[nH]c(=S)n(NC(=O)c3ccccc3)c(=O)c2cc1OC
-0.6	3	CCOc1ccc(NC(=O)COC(=O)c2cccnc2)cc1
-1.6	26	Cc1ccc(C(O)c2nc3ccccc3n2C(C)C)cc1 (stereo unspecified)
-0.7	9	CN(C)c1ccc(C(CNC(=O)c2ccc(C#N)cc2)c2c[nH]c3ccccc23)cc1 (stereo unspecified)
0.2	-8	C=Cn1cc[n+](CC(=O)c2ccc(Br)s2)c1
0.7	9	CCOc1ccccc1NS(=O)(=O)c1ccc2[nH]c(=O)[nH]c2c1
-1.7	6	CC(=O)Nc1cc2c(=O)n(Cc3ccccc3)c(C)nc2cc1N1CCOCC1
-0.9	10	O=C(CN1C(=O)NC(Cc2ccccc2)C1=O)Nc1ccc(F)cc1 (stereo unspecified)
nt	19	Cc1c([N+](=O)[O-])cc(S(=O)(=O)Nc2ccc(-c3ccc(N4CCCC4)nn3)cc2)cc1[N+](=O)[O-]
nt	9	CC(=O)Nc1cccc(Oc2ccc3c(c2)C(=O)NC3=O)c1
-1.4	8	O=C(NC12CC3CC(CC(C3)C1)C2)c1ccc(-c2ccc(Cl)cc2)o1
0.1	11	COc1ccc([C@H]2CC(=O)C=C(c3ccc(Oc4ccccc4)cc3)C2)cc1OC
-0.3	3	CCCCCC(=O)N/N=C(\C)c1ccc(N2CCCCC2)cc1
-0.8	14	COCCCNC(=O)CN(c1cccc(Cl)c1)S(C)(=O)=O
-0.6	23	O=C1NC(c2ccccc2)CCC1(Cl)Cl (stereo unspecified)
0.0	29	O=C(CN1CCN(C(=O)c2cccs2)CC1)Nc1ccc(Br)cc1
1.3	10	O=c1c2ccccc2nc(/C=C/c2c[nH]c3ccccc23)n1CCO
0.0	16	O=C(NC(=S)N1CCCCCC1)c1ccc(Cl)cc1Cl
-1.4	10	CCOP(=O)(OCC)c1cccc(P(=O)(c2ccccc2)c2ccccc2)c1O
-1.1	18	COC(=O)c1ccc(COc2ccc(-c3nnn(CC(=O)NC(C)(C)C)n3)cc2)cc1

The list goes on.
STK33 inh	OX1R antag	canonical_smiles
0.8	11	CCCCc1cc(=O)oc2c(C)c(OCC(=O)NCCN3CCOCC3)ccc12
-0.8	5	Clc1cccc(Cl)c1-c1noc(-c2ccno2)n1
0.2	17	Nc1nnnn1N=C1CCCCC1
-1.8	0	COc1ccc(NC(=O)C2CCN(S(=O)(=O)c3ccc4c(c3)NC(=O)CO4)CC2)cc1
-0.2	12	CC(C)OC(=O)c1c(NC(=O)c2cccs2)sc2c1CCCC2
-1.3	21	Cc1cc(C)cc(N(CCC(=O)Nc2nnc(C)s2)S(=O)(=O)c2ccc(Cl)cc2)c1
0.0	4	COc1ccc(OC)c(-n2c(C)cc(/C=C3\C(=N)N4N=C(CC(=O)N5CCOCC5)SC4=NC3=O)c2C)c1
-0.3	11	Cc1ccc(N(C(=O)c2csnn2)C(C(=O)NC2CCCCC2)c2cccnc2)cc1C (stereo unspecified)
-0.5	-1	O=C(CCC(=O)N1CCN(c2ccccn2)CC1)c1ccc(Cl)s1
-0.7	33	O=C(CSc1c(Cl)cccc1Cl)N1CCC(c2nc3ccccc3s2)CC1
-0.7	17	O=S(=O)(c1ccccc1)C1Cc2ccccc2C1Cl (stereo unspecified)
-0.2	9	COc1ccc(-c2nc(NC(=O)C3CC(=O)N(c4ccc5c(c4)OCCO5)C3)sc2C)cc1 (stereo unspecified)
-0.6	16	CCOC(=O)c1ccc(S(=O)(=O)NC2CCC(C)CC2)cc1 (stereo unspecified)

In the list so far, 14 contain an NH in an aromatic ring:
STK33 inh	OX1R antag	canonical_smiles
0.2	19	C/C(=N/NC(=O)c1cc(-c2cccc([N+](=O)[O-])c2)n[nH]1)c1cccc(O)c1
0.5	6	CSc1ccc(CCNS(=O)(=O)c2c(C)[nH]c(C)c2C(=O)N2CCCCC2)cc1
-0.6	-2	Cc1cccc(-n2ncc3c(=O)[nH]c(SCC(=O)NCCC4=CCCCC4)nc32)c1
-2.5	14	Cn1c(=O)[nH]c2ncn(C)c2c1=O
-0.9	9	CCOC(=O)c1c(C)[nH]c(C)c1S(=O)(=O)N(C)CC(=O)Nc1ccccc1
1.7	25	Brc1ccccc1CN1CCN(Cc2c[nH]c3ccccc23)CC1
1.6	19	CCN1CCCC(Sc2nc3c([nH]2)c(=S)n(C)c(=O)n3C)C1 (stereo unspecified)
-0.3	35	Cc1cc2nc(C)c(Cl)c(=O)n2[nH]1
0.9	18	CN(c1ccccn1)c1ncnc2[nH]ncc12
-1.8	22	COc1ccc(Cn2c(=S)[nH]c3cc(C(=O)NCc4cccnc4)ccc3c2=O)cc1
nt	20	COc1cc2[nH]c(=S)n(NC(=O)c3ccccc3)c(=O)c2cc1OC
-0.7	9	CN(C)c1ccc(C(CNC(=O)c2ccc(C#N)cc2)c2c[nH]c3ccccc23)cc1 (stereo unspecified)
0.7	9	CCOc1ccccc1NS(=O)(=O)c1ccc2[nH]c(=O)[nH]c2c1
1.3	10	O=c1c2ccccc2nc(/C=C/c2c[nH]c3ccccc23)n1CCO
